From PubChem
SV40 large T antigen: SV40 large T antigen inhibitors, biochemical (AID 1903); SV40 large T antigen ATPase/helicase inhibition assay; higher % means a stronger effect; inhibition, % at 20 µM; hits with a dose series show IC50 in µM; hit rate 0.39% among 310,000; in the data active means a potency from the dose series; inconclusive means inhibition mostly from about 32% at the one dose, without a potency; inactive means the rest, 99 in 100 with inhibition below about 32%; further: strong numbers were not always called active
T cell HTS: modulators of CD8 T cell-vesicle binding, primary screen, mouse 2C CD8+ T cells, flow cytometry; 2C CD8+ T cell-vesicle binding; active compounds read low; calls only at 7 µM; hit rate 0.068% among 330,000;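 active means response, share of CD8 T cells binding vesicles, and their 90th percentile fluorescence all below set limits, cut at about 80% in these data, passing the limit was not always enough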
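incubation = binding step 1.5 h, 37 °C, antibody labelling 20 min, ice | test system = 2C mouse CD8+ T cells | read-out basis = percent CD8+ FL2 mean versus row control | controls = Peptide-free naked vesicles (low) and QL9 vesicles with 0.7% DMSO vehicle (high) | detection = flow cytometry of vesicle-bound cells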
NTR1 agonist: agonists of NTR1, primary screen, imaging, U2OS cells, beta-arrestin-GFP, high content (AID 493036) | Neurotensin receptor type 1 (Homo sapiens), P30989 | NTR1-U2OS beta-arrestin-GFP spot imaging, agonist mode | activation, % at 20 µM | hit rate 0.17% among 330,000;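 active means activation at or above 40% of the spot to cytoplasm intensity ratio, with at least 20 cells analyzed; inconclusive means wells under 20 cells, flagged as cytotoxic or low count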;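 further: 0% = DMSO without peptide and 100% = 100 nM NTR1 peptide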
Target sequence (P30989 whole entry, looked up): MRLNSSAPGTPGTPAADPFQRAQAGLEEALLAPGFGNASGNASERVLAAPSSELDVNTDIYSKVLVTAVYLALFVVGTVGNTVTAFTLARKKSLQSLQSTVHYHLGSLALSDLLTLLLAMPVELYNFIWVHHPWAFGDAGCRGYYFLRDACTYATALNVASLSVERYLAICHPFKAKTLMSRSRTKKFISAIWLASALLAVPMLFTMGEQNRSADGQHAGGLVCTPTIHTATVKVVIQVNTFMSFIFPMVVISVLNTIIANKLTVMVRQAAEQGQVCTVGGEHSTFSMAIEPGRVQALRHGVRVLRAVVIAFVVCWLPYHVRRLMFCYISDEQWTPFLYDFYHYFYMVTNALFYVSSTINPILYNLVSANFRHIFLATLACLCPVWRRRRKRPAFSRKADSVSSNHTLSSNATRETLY
PhoP inhibition: inhibitors of PhoP regulon expression, primary screen, Salmonella Typhimurium, GFP reporter (AID 1863); one-dose inhibition, % at 50 µM; IC50 in µM for titrated hits; hit rate 0.16% among 300,000; S. Typhimurium PhoP-regulated promoter GFP reporter, 4 h; higher % means a stronger effect;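 active means inhibition over 29.93%, a cutoff 3 SD above the screen mean, later confirmed by dose response; inconclusive means inhibition over 29.93% but no dose response follow-up; inactive means inhibition at most 29.93% or unconfirmed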;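 further: 0% = low Mg2+ inducing control and 100% = high Mg2+ repressing control; strong numbers were not always called active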
Rac1 GTP hydrolysis: MgcRacGAP GTPase-activating activity inhibitors, confirmation, biochemical, ADP Hunter fluorescence; Rac GTPase-activating protein 1 (Homo sapiens); MgcRacGAP-stimulated Rac1 GTP hydrolysis, ADP Hunter fluorescence; higher % means a stronger effect; GST-tagged Rac1 F28L mutant substrate; inhibition, % at 30 µM; hits with a dose series show IC50 in µM; hit rate 0.6% among 340,000;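 active means first-screen hits whose inhibition reached a set limit at any dose in the follow-up dose series; inconclusive means inhibition above the set first-screen limit but never retested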;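 further: fluorescence reports GDP produced by GAP-driven GTP hydrolysis; strong numbers were not always called active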
West Nile virus CPE: West Nile virus antiviral activity, cell-based, CPE readout (AID 1621); West Nile virus-infected cells, CPE inhibition; higher % means a stronger effect; hit rate 0.02% among 290,000; CPE inhibition, % at 10 µM; hits with a dose series show IC50 in µM; in the data active means a potency from the dose series; inconclusive means CPE inhibition mostly from about 3.7% at the one dose, without a potency; inactive means the rest, 99 in 100 with CPE inhibition below about 2.2%; further: strong numbers were not always called active
UTI89 phage lysis: inhibition of K1F phage lysis, E. coli UTI89, bacterial capsule biogenesis inhibitors, alamar blue (AID 488966); E. coli UTI89 K1F phage lysis, alamar blue, 2 h; higher % means a stronger effect; inhibition, % at 100 µM, or IC50 in µM where a hit was titrated; hit rate 0.02% among 340,000;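 active means phage lysis inhibition, versus mean bacterial control, above a set limit; inconclusive means no clear call, values can overlap the other calls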;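 further: capsule biogenesis inhibitors block K1F phage lysis so surviving cells raise fluorescence; higher fluorescence means more inhibition of phage lysis; actives were called in the ten point dose series up to 300 µM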
RSV CPE inhibition: RSV antiviral activity via CPE protection, HEp-2 cells, primary 10 µM value included (AID 2391); HEp-2 cells, RSV-induced CPE inhibition; higher % means a stronger effect; CPE inhibition, % at 10 µM; hits with a dose series show IC50 in µM; hit rate 0.13% among 310,000; in the data active means a potency from the dose series; inconclusive means CPE inhibition mostly from about 23% at the one dose, without a potency; inactive means the rest, 99 in 100 with CPE inhibition below about 21%; further: strong numbers were not always called active
Dengue-2 NS5 capping: Dengue-2 NS5 methyltransferase inhibitors, primary screen, biochemical, confirmation dose response (AID 588689). Genome polyprotein (Dengue virus type 2 (strain 16681-PDK53)). Dengue-2 NS5 methyltransferase capping enzyme assay, biochemical; higher % means a stronger effect. inhibition, % at 25 µM, or IC50 in µM where a hit was titrated. hit rate 0.3% among 340,000; in the data active means a potency from the dose series; inconclusive means inhibition above about 29% without an active follow-up result
T cell HTS vesicle-bound %: also measured in T cell HTS; calls as there; double positive events, %; measured here: CD8+ vesicle-bound cell fraction;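 binding gate set so that unloaded-vesicle control wells show 10% double positive cells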
NTR1 agonist cell count 20 µM: further read-out of NTR1 agonist, marked with its call; cell count; measured here: cell count, cytotoxicity flag
* marks the source's active call; other numbers are inactive results; i = inactive; ? = inconclusive; · = no result given; [ ] = remark or other dose. No enrichment for hits, and some 1.5% of all compounds hit somewhere here.

SMILES	SV40 large T antigen	T cell HTS	T cell HTS vesicle-bound %	NTR1 agonist	NTR1 agonist cell count 20 µM	PhoP inhibition	Rac1 GTP hydrolysis	West Nile virus CPE	UTI89 phage lysis	RSV CPE inhibition	Dengue-2 NS5 capping
O=C(CCl)N1c2ccccc2SCC1c1ccccc1 (stereo not given)	3%	i	21	2.5	62	9%	6%	-1.8%	-1.0%	-1.1%	0%
CCCc1[nH]nc2c1C(c1ccc(OC)c(Cn3nnc4ccccc43)c1)C(C#N)=C(N)O2 (stereo not given)	17%	i	44	9.0	57	6%	12%	0.1%	-0.3%	8.4%	-4%
CCOc1ccc2[nH]c(C)c(CN3CCCCCC3)c(=O)c2c1	-5%	i	60	0.2	65	-1%	12%	-0.4%	0.1%	-1.1%	3%
O=C(/C=C/c1cccs1)NC(=S)NNC(=O)c1ccccc1O	14%	i	21	3.9	29	3%	12%	-1.4%	11%	1.1%	4%
CCCN(Cc1nc(-c2ccc(Cl)cc2)no1)CC1CCCO1 (stereo not given)	·	i	42	1.8	62	·	6%	-0.8%	-0.2%	3.8%	-4%
Brc1ccc(-c2nnc3ccc(N4CCN(c5ccccc5)CC4)nn23)cc1	-3%	i	28	3.8	67	-6%	1%	-0.7%	0.4%	-0.8%	-8%
COC(=O)C1=C(C(=O)OC)[C@@H]2N(C)c3ccccc3[C@@]23C[C@@H](C(=O)OC)N(C(=O)c2ccco2)C3=N1	23%	·	·	-0.4	47	·	8%	-0.4%	1.1%	0.8%	8%
Cc1nc2cc(NS(=O)(=O)c3ccccc3)ccc2n1C	20%	i	38	-0.7	54	15%	-3%	0.1%	0.3%	-0.5%	1%
Cc1nc2cc(C(F)(F)F)ccc2n1C1CCN(CC(=O)N2CCOCC2)CC1	2%	i	32	-1.9	81	6%	0%	-0.1%	6.0%	-0.2%	4%
CC(=C/c1ccccc1)/C=N/NC(=O)CSc1nc(C)cc(C)n1	24%	i	67	0.8	86	-3%	14%	-1.2%	-0.1%	3.6%	-2%
NS(=O)(=O)c1ccc(CCNC(=O)c2ccc3nccnc3c2)cc1	·	i	48	-0.3	56	·	2%	·	-1.3%	·	4%
COc1ccc(NC(=O)C2=C(C)NC(=O)NC2c2cccs2)c(OC)c1 (stereo not given)	7%	i	31	-0.3	52	-8%	2%	0.1%	-0.1%	0.0%	-14%
Cc1[nH]c(=O)[nH]c(=O)c1S(=O)(=O)Nc1ccc(Oc2ccccc2)cc1	9%	i	24	-0.3	57	-12%	2%	-0.1%	0.2%	10%	-6%
O=c1[nH]nc(-c2ccccc2)cc1-c1ccccc1	11%	i	36	8.5	45	·	-6%	·	-0.1%	1.6%	-5%
O=C(N/N=C\c1ccccn1)C1COc2cc3ccccc3cc2O1 (stereo not given)	2%	i	54	2.0	54	-11%	16%	0.3%	5.2%	0.2%	-5%
COc1cccc(C(=O)Nc2cccc(OC(C)=O)c2)c1	1%	i	40	-0.9	41	13%	12%	-0.4%	0.4%	-0.2%	-6%
CCCN(c1ccccc1F)S(=O)(=O)c1cc(-c2cc(C)no2)ccc1OC	12%	i	42	1.6	65	4%	3%	0.3%	0.5%	?	-6%
COc1cccc(N2CCN(C(=O)c3cccn4c(=O)c5c(C)c(C)sc5nc34)CC2)c1	11%	i	6	7.3	55	-9%	2%	-0.9%	0.9%[50 µM]	-1.1%	6%
CCCOC(=O)c1sc2nc3c(cc2c1N)C(=O)CCC3	12%	i	34	-0.7	34	-12%	11%	0.1%	-0.4%	0.3%	1%
CC(C)c1cc(CN2CCOCC2)cc(C(C)C)c1O	2%	i	50	0.4	61	-6%	16%	0.0%	0.2%	2.4%	-9%
O=C(N/N=C/c1[nH]c2ccccc2c1Cl)c1cccc(Br)c1	11%	i	34	1.1	56	-1%	·	-0.3%	·	6.3%	·
CCO/C(=C/c1sc2ccc(OC)cc2[n+]1CCCS(=O)(=O)[O-])CC	38%	i	18	-1.1	87	-9%	11%	1.6%	0.0%	0.6%	-5%
O=C1CSC(c2ccc(Cl)c(Cl)c2)N1c1nccs1 (stereo not given)	·	i	39	0.0	46	·	8%	·	-0.4%[50 µM]	-0.4%	5%
O=C(N/N=C/C=C/c1ccc([N+](=O)[O-])cc1)c1cccs1	3%	i	22	0.9	52	-5%	6%	-0.2%	1.1%	1.7%	27%
Cc1occc1C(=O)Nc1ccc2ccccc2c1	8%	i	58	3.4	61	-5%	7%	-0.2%	-0.5%	9.1%	5%
CN(C)/C=C1\SC(=S)N(N2C(=O)C3C4C=CC(C4)C3C2=O)C1=O (stereo not given)	7%	i	20	-0.4	86	3%	7%	-0.1%	0.6%	1.6%	11%
COC(=O)Cn1cnc2sc3c(c2c1=O)CCCC3	4%	i	56	0.2	58	-3%	7%	0.1%	0.2%	1.3%	·
C=CCNCCOCCOc1ccc(C)cc1Br	-5%	i	22	1.1	64	-3%	16%	-1.4%	0.2%[50 µM]	0.7%	7%
Cc1cc(C)nc(OC(C(=O)O)C(OCCc2ccccc2)(c2ccccc2)c2ccccc2)n1 (stereo not given)	11%	i	49	0.7	64	-3%	-10%	0.3%	-1.7%	7.9%	11%
N#CCSc1nnc(-c2cccnc2)n1-c1ccccc1	4%	i	28	-0.5	74	11%	8%	-0.1%	0.5%	2.4%	-11%

As entered above.
For NTR1 agonist, `NS(=O)(=O)c1ccc(CCNC(=O)c2ccc3nccnc3c2)cc1` shows -0.3
For Rac1 GTP hydrolysis, `Cc1occc1C(=O)Nc1ccc2ccccc2c1` shows 7%

A draw from above in order of heavy-atom count, lowest first.
SMILES	SV40 large T antigen	T cell HTS	T cell HTS vesicle-bound %	NTR1 agonist	NTR1 agonist cell count 20 µM	PhoP inhibition	Rac1 GTP hydrolysis	West Nile virus CPE	UTI89 phage lysis	RSV CPE inhibition	Dengue-2 NS5 capping
C=CCNCCOCCOc1ccc(C)cc1Br	-5%	i	22	1.1	64	-3%	16%	-1.4%	0.2%[50 µM]	0.7%	7%
COC(=O)Cn1cnc2sc3c(c2c1=O)CCCC3	4%	i	56	0.2	58	-3%	7%	0.1%	0.2%	1.3%	·
CCCOC(=O)c1sc2nc3c(cc2c1N)C(=O)CCC3	12%	i	34	-0.7	34	-12%	11%	0.1%	-0.4%	0.3%	1%
O=C(N/N=C/c1[nH]c2ccccc2c1Cl)c1cccc(Br)c1	11%	i	34	1.1	56	-1%	·	-0.3%	·	6.3%	·

(continued)
SMILES	SV40 large T antigen	T cell HTS	T cell HTS vesicle-bound %	NTR1 agonist	NTR1 agonist cell count 20 µM	PhoP inhibition	Rac1 GTP hydrolysis	West Nile virus CPE	UTI89 phage lysis	RSV CPE inhibition	Dengue-2 NS5 capping
CCN(CC(=O)Nc1ccc2c(c1)OCCO2)C(=O)/C=C/c1ccccc1	4%	i	18	1.6	33	1%	1%	-0.3%	1.4%	1.2%	2%
COC(=O)C1(NC(=O)NC2CCCCC2)CCCCC1	11%	i	22	1.4	45	-7%	0%	-0.1%	0.3%	2.6%	1%
COc1ccc(CCN2C(=O)c3[nH]nc(-c4ccccc4O)c3C2c2cccc(O)c2)cc1OC (stereo not given)	1%	i	33	5.6	90	17%	11%	2.4%	-0.3%	17%	-2%
O=S(=O)(c1ccc(Cl)s1)N1CCNCC1	·	i	50	-0.4	59	·	3%	·	0.5%[50 µM]	·	-4%
Cc1cc(C)c(C#N)c(N2CCSCC2)n1	16%	i	32	0.6	54	1%	8%	0.2%	1.2%	3.2%	1%
CC(=O)c1ccc(NC(=O)c2cc(S(=O)(=O)N3CCOCC3)ccc2C)cc1	7%	i	11	2.2	80	-6%	8%	-1.2%	-0.2%[50 µM]	0.6%	-3%
Cc1ccc(C)c(C(=O)CCC(=O)NCc2ccc(Cl)cc2)c1	13%	i	26	2.4	66	-1%	-15%	-0.5%	0.1%	0.5%	-2%
COc1ccc(C(=O)Nc2ccc(N3CCN(C(=O)c4ccccc4C)CC3)cc2)cc1	22%	i	61	7.8	58	-4%	5%	0.2%	0.2%	3.4%	0%
O=C(NNc1ccccn1)C(c1ccccc1)c1ccccc1	6%	i	59	0.3	79	-2%	0%	-0.4%	0.4%	0.9%	0%
Cc1sc2ncnc(SCC(=O)N3CCCC3=O)c2c1C	2%	i	24	2.3	94	-22%	4%	0.7%	0.3%	1.7%	1%
CCOc1ccccc1N(CC(=O)NCC1CCCO1)C(=O)CCC(=O)Nc1cc(C)on1 (stereo not given)	21%	i	19	-0.1	54	3%	7%	0.0%	0.2%	4.7%	-2%
CNC(=S)NNC(=O)CSCc1c(Cl)cccc1Cl	23%	i	27	-1.3	44	-9%	·	0.8%	·	·	·
Cc1cc(C(=O)NNc2c(Cl)cccc2Cl)n(C(C)(C)C)n1	13%	i	39	-0.5	41	-12%	-1%	-0.5%	0.3%	1.9%	6%
CCOc1ccc(OCCC(=O)N(CC(=O)Nc2ccccc2C(F)(F)F)Cc2ccco2)cc1	9%	i	48	-1.0	76	-5%	7%	·	0.4%[50 µM]	0.5%	-9%
COc1ccccc1NC(=S)N(Cc1ccco1)Cc1cc2cc(C)cc(C)c2[nH]c1=O	13%	i	5	3.3	75	-5%	4%	-0.1%	0.5%[50 µM]	3.6%	-5%
COc1ccc(C(=O)NNC(=O)Cc2ccc(Cl)cc2)cc1	·	i	2	0.5	24	·	6%	-0.9%	-0.6%	0.3%	-4%
C=CCN(CC=C)S(=O)(=O)c1ccc(NC(=S)NC(=O)/C=C/c2ccccc2)cc1	3%	i	47	0.8	53	3%	-8%	-0.5%	0.1%	1.7%	-7%
CCOC(=O)/C(=N/Nc1ccccc1)c1csc(Nc2ccccc2)n1	-7%	i	28	31	47	10%	2%	-0.2%	0.2%	18%	-1%
O=C(CCN1C(=O)S/C(=C\c2ccccc2)C1=O)Nc1ccc(S(=O)(=O)Nc2nccs2)cc1	11%	i	56	-1.5	40	-2%	14%	·	0.2%	-0.2%	>100µM*
Cc1nc(C(=O)N(C)C)nn1-c1ccc(Cl)cc1Cl	2%	i	14	-0.6	77	-11%	7%	0.4%	0.3%	0.6%	-1%
